High-throughput results from PubChem.
S-ASM inh – inhibitors of human secretory acid sphingomyelinase; 340,000 tested, 0.006% active; AID 504937; Potency, µM (titrated, usually from 57.5 µM), for the others: at the highest dose activity change, negative = inhibition, hits mostly inhibitors; placental ASM, HMU-PC fluorogenic substrate, 60 min; P17405; note: potency is the fitted concentration of half-maximal effect
Target sequence (P17405 47-631 limits assumed): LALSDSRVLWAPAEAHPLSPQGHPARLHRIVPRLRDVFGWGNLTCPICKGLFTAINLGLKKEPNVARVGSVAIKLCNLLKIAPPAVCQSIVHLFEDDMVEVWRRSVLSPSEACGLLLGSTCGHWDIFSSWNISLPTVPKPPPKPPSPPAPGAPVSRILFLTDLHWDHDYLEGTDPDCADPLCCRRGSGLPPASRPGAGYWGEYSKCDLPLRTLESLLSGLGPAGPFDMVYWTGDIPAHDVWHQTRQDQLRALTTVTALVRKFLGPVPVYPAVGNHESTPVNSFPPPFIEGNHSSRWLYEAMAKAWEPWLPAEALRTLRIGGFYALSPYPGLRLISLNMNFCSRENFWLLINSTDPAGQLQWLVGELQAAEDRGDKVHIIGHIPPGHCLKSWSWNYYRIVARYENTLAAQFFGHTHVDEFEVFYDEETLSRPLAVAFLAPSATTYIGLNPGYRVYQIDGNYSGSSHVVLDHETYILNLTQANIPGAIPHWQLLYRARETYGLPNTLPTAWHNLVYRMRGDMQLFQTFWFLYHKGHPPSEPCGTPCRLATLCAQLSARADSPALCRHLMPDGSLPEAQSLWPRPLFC
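Human placenta-derived ASM preincubated with compound 10 min at room temperature, then reacted with 9 uM (final) fluorogenic HMU-PC substrate for 60 min at 37 C. Stop solution raises pH to 10; fluorescence read at Ex 386/Em 447 nm.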
Menin MLL FP TR – displaces Texas Red mutant MLL peptide from human menin; O00255; Menin + Texas Red MLL mutant peptide, fluorescence polarization; Potency, µM (highest dose often 61.6 µM), for the others: top-dose FP activity change, negative = inhibition, actives largely listed as inhibitors; 270,000 tested, 0.23% active; active = well fitted inhibition curve with a large enough effect in the polarisation, with a control signal flat, not every such curve was filed as active; inconclusive = small, poorly fitted or top-dose-only effect, or effect the other way, or a change in a side signal; inactive = no such curve, though single readings can be large or run the other way; the % refers to the polarisation; note: potency is the fitted concentration of half-maximal effect; % of control where 0% means no effect; many of its hits are not listed in these tables
GALK inhibitor – blocks human galactokinase activity; P51570; Purified GALK, Kinase-Glo residual ATP luminescence; Potency, µM (series often up to 57.5 µM), inactives show top-dose activity change, negative = inhibition, hits mostly inhibitors; 270,000 tested, 0.007% active; AID 1868; note: potency is the fitted concentration of half-maximal effect; % is set by controls: 0 for no effect and ±100 for the full control effect
Target sequence (P51570 whole entry, looked up): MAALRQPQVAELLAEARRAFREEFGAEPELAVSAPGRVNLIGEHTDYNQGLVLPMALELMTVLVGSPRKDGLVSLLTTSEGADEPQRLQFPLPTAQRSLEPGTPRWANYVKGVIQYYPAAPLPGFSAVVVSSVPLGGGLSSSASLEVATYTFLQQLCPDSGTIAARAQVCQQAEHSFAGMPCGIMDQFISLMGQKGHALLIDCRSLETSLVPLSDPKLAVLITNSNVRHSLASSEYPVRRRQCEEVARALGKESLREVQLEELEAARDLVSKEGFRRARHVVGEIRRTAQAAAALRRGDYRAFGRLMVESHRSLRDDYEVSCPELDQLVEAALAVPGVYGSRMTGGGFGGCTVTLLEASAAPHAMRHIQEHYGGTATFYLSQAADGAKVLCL
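Galactose (100 uM) and ATP (35 uM) were turned over by 5 nM GALK for 1 h at RT. Kinase-Glo Plus then converted the remaining ATP into a luminescent signal.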
USP2a inh – inhibitors of human ubiquitin-specific protease USP2a; 330,000 tested, 0.01% active; USP2 core, Ub-CHOP2 coupled fluorogenic reporter, 485/531; O75604; Potency, µM (series often up to 38.3 µM), for inactives: at the highest dose activity change, negative = inhibition, most hits filed as inhibitors;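 note: potency is the fitted concentration of half-maximal effect; plate controls were DMSO wells for no effect and full inhibition by NEM control for full effect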
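USP2 core (10nM final) preincubated 30min RT with compound in 20mM Tris-HCl pH 8.0, 2mM CaCl2, 2mM beta-mercaptoethanol, 0.05% CHAPS; 25nM Ub-CHOP2 plus 25nM reporter substrate added, fluorescence (Ex485/Em531) read after 60min.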
BCR signal inh – inhibitors of chronic active B-cell receptor signaling. ABC-DLBCL IkBa-CBG/CBR reporter, luminescence ratio, 4 h. Potency, µM (doses to about 46.1 µM), inactives show top-dose ratio change, negative = lower green/red ratio, most hits filed as inhibitors. 340,000 tested, 0.05% active; active = well fitted inhibition curve with a large enough effect in the signal ratio, with a control signal flat, not every such curve was filed as active; inconclusive = small, poorly fitted or top-dose-only effect, or effect the other way, or a change in a side signal; the % refers to the signal ratio;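 note: potency is the fitted concentration of half-maximal effect; plate controls were basal doxycycline-induced cells for no effect and cells given 10 µM MG132 for full effect; MG132 reads +100%, hits lower the ratio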
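Concentration-response series (up to 46 uM) were applied to TMD8 dual-reporter cells for 4 h at 37C with doxycycline. Green/red ratio, after filter-overlap correction, defined %Activity; red signal alone was normalised to basal cells and zero luminescence.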
KCNH2 WT inh – blocks the wildtype human KCNH2 potassium channel; 340,000 tested, 0.37% active; AID 720551; activity change, % at 1.84 µM; U2OS, BacMam KCNH2, thallium flux FluxOr; hits give low values;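 active = maximum activity change below -70%; inconclusive = maximum activity change between -70% and -50%; inactive = maximum activity change above -50%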; note: % is set by controls: 0 for no effect and ±100 for the full control effect
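U2OS cells transduced with wild-type KCNH2 virus are loaded with FluxOr dye for 45 min, and thallium flux is measured in kinetic reads before and after stimulation buffer. Rate constants are normalized to DMSO controls.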
Mito fusion yeast – inhibitors of mitochondrial division or activators of mitochondrial fusion; S. cerevisiae fusion-defective mutant growth rescue, CellTiterGlo 48 h; Potency, µM (series often up to 46.1 µM), inactives show at the highest dose growth rescue (activation), hits mostly activators; 320,000 tested, 0.23% active; AID 485298;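 note: potency is the fitted concentration of half-maximal effect; % of control where 0% means no effect; nearly all actives have a fitted effect of over 45% in size; temperature-sensitive fusion mutants such as fzo1-1 at 37 °C on non-fermentable ethanol glycerol medium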
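Temperature-sensitive fusion-defective S. cerevisiae (e.g. fzo1-1, mgm1-5) were grown with compound in YPEG medium (3% ethanol, 3% glycerol) for 48 hours at 37C. Growth rescue was measured as viability by CellTiterGlo luminescence after 10 minutes at ambient.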
PKM2 activator – PKM2 (human) enzyme activation; P14618; purified PKM2, Kinase-Glo ATP luminescence, activation; response scale: 0% is enzyme alone, no compound; Potency, µM (doses to about 57.5 µM), for the others: at the highest dose activation, usual class: activators; 260,000 tested, 0.34% active; AID 1631; note: potency is the fitted concentration of half-maximal effect; % is set by controls: 0 for no effect and ±100 for the full control effect; nearly all actives have a fitted effect of over 55% in size
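Kinase-Glo luminescence reports ATP generated from ADP (0.1 mM) and PEP (0.5 mM) by purified hPK-M2 after 1 h at room temperature, pH 7.2 imidazole buffer; intermediate enzyme activity allows detecting inhibitors and activators.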
Eya2 phos inh – blocks the phosphatase activity of human Eya2. O00167. AID 488837. recombinant Eya2, OMFP fluorescence dephosphorylation (OMFP is methylfluorescein phosphate). 330,000 tested, 0.006% active. Potency, µM (highest dose often 76.9 µM), for inactives: at the highest dose activity, negative = inhibition, actives largely listed as inhibitors; note: potency is the fitted concentration of half-maximal effect; % is set by controls: 0 for no effect and ±100 for the full control effect
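Eya2 (0.2 uM) preincubated 10 min at ambient with compound, then OMFP substrate added at 50 uM; 10 min reaction in 50 mM HEPES pH 7.5, 50 mM NaCl, 5 uM MgCl2, 0.05% BSA, 1 mM DTT. Fluorescence read at Ex 485/Em 525 nm.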
TSHR antagonist – human thyrotropin receptor antagonism. TSHR-expressing cells, TSH-stimulated cAMP HTRF, 2 h; hits give low values. activity change, negative = inhibition, % at 11.5 µM. 330,000 tested, 0.2% active. AID 504810;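 active = activity change below a set negative limit, meaning inhibition stronger than a set level, cut at about -70% in these data; inconclusive = activity change between two set negative limits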; note: % is set by controls: 0 for no effect and ±100 for the full control effect
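Cell-based HTRF cAMP assay; TSHR cells + compound, TSH EC80 (4nM final), 2 h, 37 deg C. Lysis with anti-cAMP cryptate and cAMP-d2, 30 min RT, read 665/620 nm.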
MBNL1-CUG inh – inhibitors of human MBNL1 binding to CUG repeat RNA; 280,000 tested, 0.036% active; TR-FRET MBNL1-His/biotin-(CUG)12 binding, 665/545 ratio; Q9NR56; Potency, µM (titrated, usually from 57.5 µM), inactives show top-dose activity change, negative = inhibition, actives largely listed as inhibitors; active = well fitted inhibition curve with a large enough effect in the signal ratio, with a control signal flat, not every such curve was filed as active; inconclusive = small, poorly fitted or top-dose-only effect, or effect the other way, or a change in a side signal; inactive = no such curve, though single readings can be large or run the other way; the % refers to the signal ratio; note: potency is the fitted concentration of half-maximal effect; % is set by controls: 0 for no effect and ±100 for the full control effect
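Inhibition of protein-RNA binding appears as loss of TR-FRET between terbium anti-His antibody on MBNL1-His and streptavidin-XL665 on biotin-(CUG)12. Activity is normalized to buffer-only and uninhibited-complex controls.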
* = called active by the depositor; i = inactive; ? = inconclusive; · = no result given; & = joins results of further samples; [ ] = dose if it differs, or a comment. Unless noted, calls come from the whole dose curve; as a rule, active = well fitted curve in the direction sought with a large enough effect; inconclusive = small, poorly fitted or top-dose-only effect, or another doubt; inactive = no such curve, though single readings can be large; an effect the other way counts as inactive or inconclusive. Some of the compounds tested; the hit share may differ from the screen's.

SMILES	S-ASM inh	Menin MLL FP TR	GALK inhibitor	USP2a inh	BCR signal inh	KCNH2 WT inh	Mito fusion yeast	PKM2 activator	Eya2 phos inh	TSHR antagonist	MBNL1-CUG inh
CCN/C=C(\C#N)S(=O)(=O)c1ccc(Br)cc1	1%	·	-2%	0%	-21%	0	0%	-4%	5%	3	·
Cc1ccc(C(=O)N[C@H](C(=O)OCC(=O)Nc2cccc(S(N)(=O)=O)c2)C(C)C)cc1	7%	·	0%	1%	1%	8	0%	1%	-1%	-6	6%
CC(Oc1ccccc1F)C(=O)NNC(=O)c1cc2ccccc2o1 (stereo not drawn)	0%	0%	-2%	-1%	-1%	-2	-6%	10%	1%	0	-3%
CCN(CC)C(=O)C(=O)Nc1ccc(F)c(Cl)c1	0%	0%	0%	8%	?	i	3%	3%	11%	-6	-1%
Cc1nnc(SCC(=O)NCc2ccc(F)cc2)[nH]c1=O	5%	9%	-2%	2%	6%	3	-3%	-1%	21%	0	-2%
COc1cc2c(cc1OC)C(c1cc(Br)ccc1F)N(C(=O)CCl)CC2 (stereo not drawn)	4%	?	-24%	0%	?	-7	8%	·	-19%	-12	-1%
Cc1ccc(NS(=O)(=O)c2ccc(C(=O)NCC(c3ccco3)N(C)C)cc2)cc1 (stereo not drawn)	10%	·	-4%	-2%	0%	-2	1%	-1%	-7%	-10	3%
O=c1[nH]c(C2CCCN(S(=O)(=O)c3ccccc3)C2)nc2c1nnn2Cc1ccc(OC(F)(F)F)cc1 (stereo not drawn)	-7%	·	-5%	-1%	-8%	-3	0%	·	3%	3	-1%
O=C(Cc1ccc(Br)cc1)NC1CCSC1=O (stereo not drawn)	7%	8%	-1%	0%	2%	3	5%	0%	-12%	1	-4%
CN(CCO)c1nc(N)c2c(N)nc3c(c2c1C#N)CC(=O)N3C1CCCC1	·	4%	-2%	2%	14%	·	1%	0%	-2%	21	7%
NC(=O)c1ccc(-c2ncc(-c3ccccc3)o2)cc1	35%[activator]	0%	0%	0%	?	5	3%	-2%	-23%	-6	33%[activator]
c1ccc(N2CC3CCc4ccccc4C3=N2)cc1 (stereo not drawn)	·	·	·	1%	?	-2	4%	-3%	9%	-5	7%
O=c1cc(-c2ccccc2)c2cc3c(cc2[nH]1)OCCO3	24%	-7%	16%	0%	-4%	10	4%	-3%	17%	-14	-2%
Cc1occc1C(=O)N1CCN(C(c2ccccc2)c2ccccc2)CC1	-2%	-12%	4%	-11%	-2%	2	24%	-11%	-18%	29	-5%
CC(NC(=O)C(=O)N/N=C/c1ccccc1)c1ccccc1 (stereo not drawn)	6%	?	11%	3%	-1%	-1	2%	0%	0%	-2	·
COc1ccc(OC)c(N2Cc3cc(C)c(C)cc3C2)c1	-1%	-6%	0%	0%	0%	-14	-1%	-2%	-29%	0	2%
CCOC(=O)CN1C(=O)C2(OCCCO2)c2cc(Br)ccc21	-1%	3%	-7%	0%	0%	1	3%	-9%[11.5 µM]	-2%	25	6%
Cc1c(C(=O)N2CCN(c3ccc(C(F)(F)F)cn3)CC2)oc2ccccc12	?	-5%	4%	-12%	-4%	-2	13%	8%	2%	-11	-3%
O=C(NCCCN1CCOCC1)c1cn(-c2ccccc2)nc1-c1cccs1	0%	-2%	3%	1%	16%	16	1%	-4%	12%	5	1%
CCn1c(SC(C)C(=O)NC2CCCC2)nc2cc(S(N)(=O)=O)ccc21 (stereo not drawn)	-1%	·	·	-1%	-5%	2	0%	·	-19%	15	·

One compound at a time, from the list above. Screens in order: S-ASM inh | Menin MLL FP TR | GALK inhibitor | USP2a inh | BCR signal inh | KCNH2 WT inh | Mito fusion yeast | PKM2 activator | Eya2 phos inh | TSHR antagonist | MBNL1-CUG inh
`O=C(Cc1ccc(Br)cc1)NC1CCSC1=O` (stereo not drawn) across the screens: 7% | 8% | -1% | 0% | 2% | 3 | 5% | 0% | -12% | 1 | -4%
`Cc1ccc(NS(=O)(=O)c2ccc(C(=O)NCC(c3ccco3)N(C)C)cc2)cc1` (stereo not drawn) across the screens: 10% | · | -4% | -2% | 0% | -2 | 1% | -1% | -7% | -10 | 3%
`CCN/C=C(\C#N)S(=O)(=O)c1ccc(Br)cc1` across the screens: 1% | · | -2% | 0% | -21% | 0 | 0% | -4% | 5% | 3 | ·
`NC(=O)c1ccc(-c2ncc(-c3ccccc3)o2)cc1` across the screens: 35%[activator] | 0% | 0% | 0% | ? | 5 | 3% | -2% | -23% | -6 | 33%[activator]

(further entries)
SMILES	S-ASM inh	Menin MLL FP TR	GALK inhibitor	USP2a inh	BCR signal inh	KCNH2 WT inh	Mito fusion yeast	PKM2 activator	Eya2 phos inh	TSHR antagonist	MBNL1-CUG inh
O=C(N[C@H]1CCC(=O)N([C@H](CSc2ccccc2)Cc2ccccc2)CC1)OCc1ccccc1	-1%	?	·	-5%	11%	-14	3%	0%	-14%	-23	-7%
CC(=O)Nc1ccccc1NS(=O)(=O)c1cccc([N+](=O)[O-])c1	2%	2%	0%	10%	13%	6	-8%	2%	19%	-2	5%
CCN(C(=O)CN1CCN(S(=O)(=O)c2ccccc2C(F)(F)F)CC1)c1c(N)n(Cc2ccccc2)c(=O)[nH]c1=O	2%	-5%	-1%	2%	0%	25	-6%	-16%	-6%	13	0%
COc1ccc(Cc2nc3ccc(C(=O)NCCc4ccncc4)cc3o2)cc1OC	0%	·	2%	4%	?	5	-2%	·	-2%	-16	16%
CCC1(c2ccccc2)NC(=S)N(c2cccc(C)c2C)N1 (stereo not drawn)	1%	-15%	2%	-1%	-1%	-1	0%	-1%	-2%	9	4%
O=C(NCc1ccccc1)c1ccc2c(c1)OCCO2	-1%	-16%	5%	0%	-1%	-3	1%	0%	1%	10	2%
Cc1ccc(CNC(=O)Nc2ccc(OC(F)(F)F)cc2)n1C	2%	18%	-3%	-6%	?	3	-13%	·	-19%	6	3%
CC(C(=O)Nc1ccccc1C(=O)N1CCOCC1)N(c1ccc(Cl)cc1)S(C)(=O)=O (stereo not drawn)	-5%	-20%	-1%	1%	1%	-6	-4%	?	7%	-1	-7%
Cc1csc(NC(=O)CSC2=NS(=O)(=O)c3cc(F)ccc3N2)n1	-1%	·	·	0%	?	-14	-2%	·	-10%	8	·
NS(=O)(=O)c1cccc(NC(=O)COC(=O)CCSc2ccccc2)c1	2%	1%	1%	-1%	0%	-4	-9%	0%	-9%	-1	-2%
Cc1ccc(S(=O)(=O)NC2=C(N3CCN(c4ccccc4F)CC3)C(=O)c3ccccc3C2=O)cc1	-10%&-18%	?	5%	-3%	-1%	16&-1	12%	-6%	0%	-10	?
COc1cc2c(cc1OC)CN(C(=O)Cc1c(F)cccc1Cl)CC2	-17%	-18%	-3%	3%	-14%	-1	?	-4%	10%	-2	-6%
COc1ccc(-c2c(-c3cc(OC)cc(OC)c3)n(C)c3ccc(-c4ccc(S(N)(=O)=O)cc4)cc23)cc1	17%	·	·	-1%	16%	15	4%	·	0%	7	·
O=C(Nc1ccccc1C(=O)NC(Cc1ccccc1)C(=O)NC1CCCCCC1)c1ccccc1 (stereo not drawn)	-2%	4%	-2%	2%	3%	-10	4%	-1%	-1%	-20	-4%
Cc1ccc(NC(=O)c2cncc(Br)c2)c([N+](=O)[O-])c1	3%	-7%	1%	-1%	?	3	0%	-1%	1%	-3	34%[activator]
CCOC(=O)N1CCN(C(=O)c2ccc(S(=O)(=O)NCc3ccco3)cc2)CC1	-1%	13%	5%	-1%	0%	2	3%	?	4%	4	-2%
CC(C)[C@H](NC(=O)c1ccc(Cl)c([N+](=O)[O-])c1)C(=O)O	0%	·	-4%	3%	-1%	-1	2%	-2%	-1%	-10	20%
